High-throughput results: PubChem BioAssay, National Center for Advancing Translational Sciences (NCATS)
RGS4 inh – human RGS4 inhibition; Transcreener GDP fluorescence polarization, RGS4-accelerated GTP hydrolysis; Potency, µM (series often up to 114 µM), without a hit: at the top dose activity change, negative = inhibition, actives largely listed as inhibitors; actives 0.039% (n = 390,000); note: potency is the fitted concentration of half-maximal effect; % is set by controls: 0 for no effect and ±100 for the full control effect; nearly all actives have a fitted effect of over 75% in size; some results filed as inactive show a strong effect at the top dose
Target sequence (P49798 whole entry, looked up): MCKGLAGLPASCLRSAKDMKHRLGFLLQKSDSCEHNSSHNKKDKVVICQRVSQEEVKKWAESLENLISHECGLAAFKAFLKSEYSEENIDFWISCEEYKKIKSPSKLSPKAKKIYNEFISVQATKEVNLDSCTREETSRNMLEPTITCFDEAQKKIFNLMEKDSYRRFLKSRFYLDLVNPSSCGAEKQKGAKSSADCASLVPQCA
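MLSMR compounds (23 nl, pin-transferred) preincubated 10 min at room temperature with a 500nM (2x) first reagent, then RGS4 at 900nM (2x) plus Transcreener GDP mix added; fluorescence polarization (620/688 nm) read before and after 90 min at 30 °C.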
Vif-A3G inh – Vif-A3G binding inhibition | Q9HC16 | HeLa A3G-eYFP + Vif (tagged APOBEC3G with the HIV-1 protein that degrades it), YFP fluorescence, overnight | Potency, µM (series often up to 46.1 µM), without a hit: at the top dose activity, negative = active, hits mostly inhibitors | actives 0.076% (n = 410,000) | AID 602310;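 note: potency is the fitted concentration of half-maximal effect; % is set by controls: 0 for no effect and ±100 for the full control effect; nearly all actives have a fitted effect of over 60% in size; hits raise eYFP signal because A3G escapes Vif-driven loss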
Target sequence (Q9HC16 whole entry, looked up): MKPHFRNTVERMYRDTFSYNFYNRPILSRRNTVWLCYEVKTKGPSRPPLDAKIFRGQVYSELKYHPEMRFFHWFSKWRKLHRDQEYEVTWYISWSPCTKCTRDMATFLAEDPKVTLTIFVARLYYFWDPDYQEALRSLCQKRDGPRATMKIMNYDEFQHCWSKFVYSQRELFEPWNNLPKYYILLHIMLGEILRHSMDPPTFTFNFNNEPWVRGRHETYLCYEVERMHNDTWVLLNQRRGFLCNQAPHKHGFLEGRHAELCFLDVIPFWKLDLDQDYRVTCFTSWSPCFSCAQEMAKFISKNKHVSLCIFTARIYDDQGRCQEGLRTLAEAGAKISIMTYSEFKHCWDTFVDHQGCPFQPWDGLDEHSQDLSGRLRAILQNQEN
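Read-out is eYFP fluorescence (Ex 488/Em 500-530) from Vif-expressing HeLa A3G-eYFP cells; more signal means A3G escaped Vif-mediated degradation. Cells plated overnight, compound pinned in, incubated overnight at 37 deg C.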
GRP78 ERSR act – induces the endoplasmic reticulum stress response in human glioma cells; actives 0.02% (n = 420,000); Potency, µM, without a hit: at the highest dose activation, usual class: activators; U87-MG GRP78 promoter luciferase reporter, 16 h; note: potency is the fitted concentration of half-maximal effect; series mostly up to about 76 µM; % of control where 0% means no effect; nearly all actives have a fitted effect of over 35% in size
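Stably transfected U87-MG glioma cells carrying a GRP78-based luciferase sensor; 16 h compound incubation. Luminescence end-point read 10 min after Bright-Glo addition at room temperature.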
TrxR1 inh – inhibitors of rat thioredoxin reductase 1 | O89049 | recombinant rTrxR1, NADPH fluorescence consumption, selenite substrate | Potency, µM (top dose mostly 114 µM), without a hit: top-dose activity change, negative = inhibition, hits mostly inhibitors | actives 1% (n = 390,000); note: potency is the fitted concentration of half-maximal effect; % is set by controls: 0 for no effect and ±100 for the full control effect; nearly all actives have a fitted effect of over 65% in size
Target sequence (O89049 whole entry, looked up): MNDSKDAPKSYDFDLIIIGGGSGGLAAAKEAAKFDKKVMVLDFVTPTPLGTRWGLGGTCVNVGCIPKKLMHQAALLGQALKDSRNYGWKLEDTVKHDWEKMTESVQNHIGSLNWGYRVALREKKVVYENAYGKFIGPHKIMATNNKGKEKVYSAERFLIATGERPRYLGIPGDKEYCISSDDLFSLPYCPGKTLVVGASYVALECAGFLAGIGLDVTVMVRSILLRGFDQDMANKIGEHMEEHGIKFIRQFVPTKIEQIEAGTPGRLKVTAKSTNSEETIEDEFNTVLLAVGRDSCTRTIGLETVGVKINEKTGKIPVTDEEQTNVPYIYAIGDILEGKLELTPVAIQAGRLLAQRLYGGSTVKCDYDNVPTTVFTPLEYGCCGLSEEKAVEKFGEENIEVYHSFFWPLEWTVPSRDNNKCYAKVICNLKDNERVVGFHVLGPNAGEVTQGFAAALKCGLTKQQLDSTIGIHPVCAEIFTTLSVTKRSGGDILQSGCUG
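Rat TrxR1 (90 nM in the dispensed reagent) was pre-reduced with 400 uM NADPH for 5 min at room temperature, then incubated with compound for 15 min. After 400 uM selenite was added, NADPH fluorescence (Ex 340/Em 450 nm) was followed for 8 min.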
Vif-APOBEC3F blk – blocks the Vif interaction with APOBEC3F; HeLa A3F-eYFP + Vif (tagged APOBEC3F with the HIV-1 protein that degrades it), YFP fluorescence increase; Potency, µM (highest dose often 46.1 µM), inactives show at the highest dose activity, negative = active; actives 0.2% (n = 390,000); note: potency is the fitted concentration of half-maximal effect; % of control where 0% means no effect; nearly all actives have a fitted effect of over 65% in size
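Fluorescence increase (Ex 488/Em 500-530) after overnight compound treatment at 37 deg C flags inhibition of Vif-driven A3F-eYFP loss in stable HeLa A3F-eYFP/Vif cells seeded overnight beforehand.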
TrxR1 substrate – substrates of rat thioredoxin reductase 1; AID 588456; Potency, µM (doses to about 114 µM), for the others: at the top dose activity change, negative = substrate turnover; purified TrxR1 substrate turnover, NADPH consumption readout; O89049; actives 0.01% (n = 390,000); note: potency is the fitted concentration of half-maximal effect; % is set by controls: 0 for no effect and ±100 for the full control effect; nearly all actives have a fitted effect of over 50% in size
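Rat TrxR1, dispensed at 90 nM, was prereduced with 400 uM NADPH (final) for 5 min at ~22 deg C, then incubated with compound 15 min before 400 uM selenite. A first-read NADPH fluorescence drop versus no-compound background flagged substrates.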
LDHA inh – blocks human lactate dehydrogenase A. P00338. purified LDHA, NADH/diaphorase-resazurin fluorescence; active compounds read low. activity change, % (values are at about 110 or 230 µM). actives 0.15% (n = 480,000). AID 1347041; in the data active = activity change below about -30%; inconclusive = mostly about -25% to -30%;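 note: plate controls were DMSO wells for no effect and wells without enzyme for full effect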
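LDH5 2 nM; NADH 0.06 mM, pyruvate 0.2 mM; 200 mM Tris pH 7.4, EDTA, Tween-20; 5 min RT. Detection: diaphorase 0.133 mg/mL + resazurin 37 µM, fluorescence ex540/em590 at 0 and 20 min; normalized to enzyme-free and DMSO wells.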
IDH1 R132H inh – inhibitors of human mutant IDH1 R132H; IDH1-R132H enzyme, NADPH consumption, diaphorase/resazurin fluorescence; AID 602179; actives 0.093% (n = 390,000); Potency, µM (doses to about 76.6 µM), without a hit: at the top dose activity change, negative = inhibition, usual class: inhibitors; O75874; note: potency is the fitted concentration of half-maximal effect; % is set by controls: 0 for no effect and ±100 for the full control effect; nearly all actives have a fitted effect of over 65% in size
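IDH1-R132H (0.5 ug/mL) preincubated 30 min with compound, then NADPH (0.016 mM) and alpha-KG (2 mM) added; 80 min at RT, pH 7.5. Remaining NADPH coupled via diaphorase/resazurin to fluorescence (540/590 nm); concentration-response curves normalized to no-enzyme control.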
USP1 inh – blocks the human USP1/UAF1 deubiquitinase complex; recombinant USP1/UAF1, Ub-Rhodamine cleavage fluorescence; O94782; actives 0.23% (n = 390,000); Potency, µM (titrated, usually from 57.1 µM), inactives show top-dose activity change, negative = inhibition, usual class: inhibitors; AID 743255; note: potency is the fitted concentration of half-maximal effect; % is set by controls: 0 for no effect and ±100 for the full control effect; nearly all actives have a fitted effect of over 60% in size; inactives centre near -12
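In this screen, compounds sit with the deubiquitinase complex (1nM) for 15 min at room temperature before Ub-Rho is added at 150nM final. Fluorescence rise is then followed for 6 reads every 60 seconds.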
* = called active by the depositor; ? = inconclusive; · = no result given; & = joins results of further samples; [ ] = dose if it differs, or a comment. Unless noted, calls come from the whole dose curve; as a rule, active = well fitted curve in the direction sought with a large enough effect; inconclusive = small, poorly fitted or top-dose-only effect, or another doubt; inactive = no such curve, though single readings can be large; an effect the other way counts as inactive or inconclusive. This is a subset, so the mix of outcomes need not match the whole.

Each structure is followed by: RGS4 inh	Vif-A3G inh	GRP78 ERSR act	TrxR1 inh	Vif-APOBEC3F blk	TrxR1 substrate	LDHA inh	IDH1 R132H inh	USP1 inh
1. COCC(=O)N(Cc1cc2ccc(C)c(C)c2n2nnnc12)C1CCCC1
  12%	9%	-2%	-4%	-4%	-6%	-14	-9%	-9%
2. O=C(NCc1nnc2c(C(F)(F)F)cc(Cl)cn12)c1ccc(Br)o1
  -36%	-1%	-2%	10%	-64%	5%	-2	-10%	-28%
3. Cc1ccc(C)c(NS(=O)(=O)c2ccc3[nH]c(=O)[nH]c3c2)c1
  -6%	0%	-4%	-3%	-2%	4%	1	7%	-19%
4. Cc1nc2nc(NC(=O)C(C)C)[nH]n2c(=O)c1Cc1ccccc1
  17%	5%	-3%	42%[activator]	-3%	12%	-2	38%[activator]	-2%
5. Nc1nnc(SCC(=O)NNC(=O)c2ccc(F)cc2)s1
  12%	3%	-4%	15%	6%	1%	-7	-3%	-10%
6. CCn1cc(C(=O)N[C@H](C)c2ccccc2)c(=O)c2cc(F)c(N3CCN(C)CC3)cc21
  8%	-4%	-2%	-7%	2%	41%[activator]	-2	2%	-15%
7. O=C(Nc1ccc(Cl)cc1)N(Cc1cccnc1)Cc1ccco1
  3%	-1%	-3%	8%	0%	10%	-7	2%	?
8. C=CCNC(=O)CN(c1ccc(F)c(Cl)c1)S(C)(=O)=O
  -8%	-2%	0%	-17%	-8%	-5%	1	-2%	9%
9. Cc1ccc2nc(Nc3nc(C)cc(-c4ccccc4)n3)[nH]c(=O)c2c1
  2%	2%	-4%	4%	0%	0%	-7	-16%	-15%
10. CCn1cc(C(=O)NCCc2ccccc2C)c(=O)c2ccc(C)nc21
  19%	-7%	-3%	14%	1%	1%	-8	5%	-9%
11. O=C(NC(c1ccc(Cl)cc1)c1c(O)ccc2ccccc12)c1ccccc1 (stereo unspecified)
  -2%	-6%	3%	-18%	-21%	-7%	4	7%	-4%
12. COC(=O)c1sc(S(=O)(=O)NCc2ccccc2)c(C(=O)OC)c1C
  34%	1%	-2%	-8%	-13%	-11%	1	8%	-6%
13. O=C1OC(/C(=C\Nc2ccc(F)cc2F)[N+](=O)[O-])c2ccccc21 (stereo unspecified)
  ?	-9%	-12%	?	?	-5%	0	-5%	-9%
14. COc1ccc(-c2ccc3c(c2)S(=O)(=O)c2cccc(C(=O)NC4CC4)c2C3=O)cc1OC
  4%	-3%	-3%	-2%	-32%	-2%	4	4%	-18%
15. O=C(CSc1nnnn1Cc1ccccc1)NCC(=O)c1ccccc1
  -16%	0%	-3%	5%	2%	0%	4	-1%	8%
16. CCn1c(COc2cccc(OC)c2)nnc1SCC(=O)Nc1cc(OC)ccc1OC
  -15%	1%	-1%	10%	-9%	6%	-12	7%	-19%
17. CCOc1ccc(-c2nnc(-c3ccco3)o2)cc1OCC
  4%[11.4 µM]	-2%	3%	6%[57.1 µM]	2%	24%[57.1 µM]	-5	1%	-19%
18. Cc1ccc(OCC(=O)Nc2cc(S(=O)(=O)N3CCOCC3)ccc2N2CCCC2)cc1
  12%	0%	-4%	-12%	-33%	-15%	2	0%	-3%
19. CCC(Sc1ncccc1C(=O)O)C(=O)N1CCOCC1 (stereo unspecified)
  -33%	0%	-6%	-12%	1%	6%	3	9%	-11%
20. CC1CCC2(CC1)NC(=O)N(CC(=O)Nc1cccc(S(=O)(=O)N3CCCC3)c1)C2=O (stereo unspecified)
  -10%	-1%	-5%	10%	-6%	2%	-1	5%	-10%
21. Clc1cccc(-c2ccc3ncnc(NCc4cccnc4)c3c2)c1
  ?	-19%	-5%	21%[57.1 µM]	0%	13%[57.1 µM]	-9	·	·
22. CN(Cc1nccs1)C(=O)C1CCC(=O)N(CCc2ccc(Cl)cc2)C1 (stereo unspecified)
  -6%	3%	-2%	17%	6%	4%	-2	0%	-23%
23. O=C1CCC[C@@H]2[C@H](Cc3ccccc3)[C@@H](O)C[C@@H]3CCN1[C@@H]32
  -8%	-4%&2%	-1%&-4%	21%&-1%	-1%	9%&-3%	6	12%	-21%
24. CCOC(=O)C1=C(C)Nc2ccccc2N=C1NC(=O)/C=C/c1ccc(OC)cc1OC
  4%	-2%	-4%	1%[57.1 µM]	-8%	6%[57.1 µM]	-7	1%	-4%
25. Cc1ccccc1Cn1c2ccccc2c2cnn(CC(=O)NCCCN3CCN(C)CC3)c(=O)c21
  24%[56.9 µM]	2%	-5%	-17%	0%	-1%	-6	-9%	-10%
26. CCN(CC)CCNC(=O)c1ccc(Cl)c(S(=O)(=O)Nc2ccccc2OC)c1
  -10%[11.4 µM]	1%	0%	-37%	2%	-4%	-7	2%	-19%
27. C(#Cc1c(-c2ccsc2)sc2ccccc12)c1ccsc1
  1%	-1%	-4%	-14%	3%	1%	0	0%	0%
28. CCc1nnc(NC(=O)c2nc(Cl)ccc2Cl)s1
  9%	-1%	-2%	39%	3%	10%	-5	3%	-12%
29. CCCOc1ccc(C2C(C(=O)c3ccco3)=C(O)C(=O)N2CCCn2ccnc2)cc1OC (stereo unspecified)
  ·	0%	-1%	·	-1%	·	6	17%	-11%
30. CCN(CC)c1ccc(/C=N/NS(=O)(=O)c2ccc(CNC(C)=O)cc2)cc1
  -28%	3%	0%	1%[57.1 µM]	0%	-27%[57.1 µM]	3	8%	-7%

New compounds follow:
Each structure is followed by: RGS4 inh	Vif-A3G inh	GRP78 ERSR act	TrxR1 inh	Vif-APOBEC3F blk	TrxR1 substrate	LDHA inh	IDH1 R132H inh	USP1 inh
31. N#C/C(=C/c1cn(Cc2ccc(F)cc2)c2ccccc12)C(=O)Nc1cccc(Cl)c1
  -10%	-1%	-1%	0%	4%	-1%	-2	-10%	-19%
32. O=C(NC(=S)NNC(=O)c1ccccc1[N+](=O)[O-])c1ccc(Br)cc1
  ?	1%	0%	-15%	6%	4%	0	-11%	-25%
33. COc1ccc(-c2nc3sc(CCNS(=O)(=O)c4ccc(F)c(C)c4)c(C)n3n2)cc1
  5%	0%	-1%	14%[57.1 µM]	5%	0%[57.1 µM]	-8	-2%	?
34. CCC(C(=O)OCC(=O)Nc1cc(Cl)ccc1Cl)c1ccccc1 (stereo unspecified)
  19%	-2%	-1%	5%[0.457 µM]	1%	-9%	-2	2%	-22%
35. C=CCn1c(C(C)(C)C)nc2ccccc21
  -16%	0%	-1%	2%	-2%	-7%	-3	0%	-11%
36. Cc1cccc(NC(=O)Cn2cc(C(=O)C3CCCCC3)c3ccccc32)c1C
  0%	-22%	-3%	12%	-29%	0%	-10	-19%	-18%
37. Cc1cc(C)n(CC(=O)N2CCCC(N3CCN(c4cccc(C(F)(F)F)c4)CC3)C2)n1 (stereo unspecified)
  13%	1%	-2%	-10%	-2%	-5%	-3	-2%	5%
38. CCc1cc(=O)oc2cc3oc(C)c(C)c3cc12
  -7%	-2%	10%	25%	-8%	13%	-1	6%	-13%
39. COc1ccc2c(c1)OC[C@H]1[C@H]2N2C(=O)CN(C)C(=O)[C@@]2(C)[C@H]1c1ccccc1
  -6%	0%	-4%	-4%	-3%	-9%[57.1 µM]	5	21%	-17%
40. COc1ccc(OC)c(C(=O)/C=C/c2cccnc2)c1
  -38%	-30%	-14%	?	8%	-2%	-3	-5%	-14%
41. O=C(CNS(=O)(=O)c1ccccc1)N1CCCC1
  0%	-2%	-1%	15%[57.1 µM]	0%	7%[57.1 µM]	-4	-7%	3%
42. Oc1c(C(c2ccccc2)N2CCC(O)CC2)sc2nc(-c3ccco3)nn12 (stereo unspecified)
  5%	6%	-1%	26%[57.1 µM]	1%	7%[57.1 µM]	-3	12%	-8%
43. CCN(CC)S(=O)(=O)c1ccc(C(=O)NC(=S)N(CCC#N)Cc2cccnc2)cc1
  -32%	1%	-1%	-12%	11%	-4%	1	-13%	-6%
44. COCc1nnc(NS(=O)(=O)c2ccc(Cl)cc2)s1
  8%	1%	0%	17%[57.1 µM]	3%	7%[57.1 µM]	-8	0%	-18%
45. Cc1cc(-c2ccc(S(=O)(=O)Nc3ccc(Cl)cc3C)cc2)on1
  18%	-14%	-3%	39%[activator]	-5%	0%	-4	10%	5%
46. Cn1cc2cc(NC(N)=S)ccc2n1
  -21%	0%	-4%	-6%	-11%	5%	1	4%	-12%
47. O=C(C[C@@H]1C/C=C\C[C@@H](Cc2ccc(F)cc2)C(=O)OC[C@@H]2CCCN2C1=O)NCCO
  2%	-4%	0%	17%	-3%	2%	6	-2%	-18%
48. COc1ccc(/C=N/c2oc(C)c(C)c2C#N)c(OC)c1
  -5%	3%	-2%	8%[57.1 µM]	-26%	5%[57.1 µM]	-5	-12%	-6%

3 compounds out of the list above, sorted by their value in RGS4 inh, low to high.
| entry | canonical_smiles | RGS4 inh |
| --- | --- | --- |
| 39 | COc1ccc2c(c1)OC[C@H]1[C@H]2N2C(=O)CN(C)C(=O)[C@@]2(C)[C@H]1c1ccccc1 | -6% |
| 42 | Oc1c(C(c2ccccc2)N2CCC(O)CC2)sc2nc(-c3ccco3)nn12 (stereo unspecified) | 5% |
| 34 | CCC(C(=O)OCC(=O)Nc1cc(Cl)ccc1Cl)c1ccccc1 (stereo unspecified) | 19% |
